mIAP block: mouse IAP inhibition | inhibition, % at 10 µM | hit rate 0.2% among 330,000 | AID 2806 | purified mouse IAP, CDP-Star luminescence, 30 min;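 active = inhibition of at least 40% at 10 µM in the primary screen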;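 also: plate controls were DMSO with enzyme for no effect and no enzyme wells for full effect; values of inactives mirror those of a sister screen read the other way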
mIAP activ: mouse IAP activation. activation factor at 10 µM. AID 2805. hit rate 0.24% among 330,000. muIAP, CDP-Star luminescence, 30 min; active compounds read high; 1 = vehicle-only enzyme signal, 0 = enzyme-free wells;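 active = activation factor of at least 2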; also: the source names both 10 and 20 µM as test concentration; values of inactives mirror those of a sister screen read the other way
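Assay system: mouse IAP enzyme; Reagent: CDP-Star chemiluminescent phosphatase substrate; Compound: DMSO-dissolved test compounds; Incubation: 30 min, room temperature; Technique: luminescence from enzymatic CDP-Star hydrolysis; Controls: DMSO-only wells and no-enzyme negative control.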
APOBEC3G inh: blocks human APOBEC3G single-stranded DNA deamination; Q9HC16; recombinant A3G, ssDNA deamination FAM/TAMRA fluorescence; inhibition, % at 20 µM; hit rate 0.28% among 330,000;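 active = inhibition of at least 40% at 20 µM, with no more than 30% in the related APOBEC3A deaminase screen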;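 also: plate controls were DMSO wells with A3G for no effect and wells lacking A3G enzyme for full effect; some compounds called inactive have numbers as strong as hits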
Target sequence (Q9HC16 whole entry, looked up): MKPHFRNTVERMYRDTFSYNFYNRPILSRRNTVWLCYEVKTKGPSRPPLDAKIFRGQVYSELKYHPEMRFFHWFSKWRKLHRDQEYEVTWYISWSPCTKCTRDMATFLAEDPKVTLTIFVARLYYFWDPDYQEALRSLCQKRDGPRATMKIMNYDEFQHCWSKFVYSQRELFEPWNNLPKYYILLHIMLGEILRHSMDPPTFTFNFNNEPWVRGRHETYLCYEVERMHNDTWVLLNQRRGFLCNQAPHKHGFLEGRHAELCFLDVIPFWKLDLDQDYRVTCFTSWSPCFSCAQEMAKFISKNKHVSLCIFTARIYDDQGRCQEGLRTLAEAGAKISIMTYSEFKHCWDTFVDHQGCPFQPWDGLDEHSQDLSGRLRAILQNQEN
hIAP activ: increases human intestinal alkaline phosphatase activity. activation factor at 10 µM. AID 2524. purified human IAP, CDP-Star luminescence, 30 min; active compounds read high; 1 = vehicle-only enzyme, 0 = enzyme-free background. P09923. hit rate 0.16% among 330,000;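 active = activation factor of the enzyme at least 2-fold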; also: the source names both 10 and 20 µM as test concentration; values of inactives mirror those of a sister screen read the other way
Target sequence (P09923 whole entry, looked up): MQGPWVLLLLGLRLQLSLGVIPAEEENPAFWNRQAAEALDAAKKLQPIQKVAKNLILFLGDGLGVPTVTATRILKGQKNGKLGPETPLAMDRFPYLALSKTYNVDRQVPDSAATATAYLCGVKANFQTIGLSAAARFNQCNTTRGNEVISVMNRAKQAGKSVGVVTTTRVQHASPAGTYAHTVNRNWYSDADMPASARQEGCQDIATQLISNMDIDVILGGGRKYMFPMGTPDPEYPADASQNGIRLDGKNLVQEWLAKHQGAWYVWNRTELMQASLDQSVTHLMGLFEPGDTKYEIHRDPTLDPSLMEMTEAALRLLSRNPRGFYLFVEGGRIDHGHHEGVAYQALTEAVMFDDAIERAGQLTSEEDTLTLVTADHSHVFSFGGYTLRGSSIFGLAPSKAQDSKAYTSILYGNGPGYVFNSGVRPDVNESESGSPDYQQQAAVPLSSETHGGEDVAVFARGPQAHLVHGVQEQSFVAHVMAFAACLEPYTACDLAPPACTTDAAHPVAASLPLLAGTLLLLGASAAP
MPTP inh: inhibitors of mitochondrial permeability transition pore; isolated mouse mitochondria, Ca2+ swelling absorbance, 30 min; hit rate 1.4% among 360,000; AID 602449; inhibition, % at 10 µM;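 active = inhibition of 50% or more, scaled per plate between neutral and stimulator controls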;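 also: 0% = DMSO wells given calcium and 100% = 1 mM EGTA wells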
A3A deaminase: inhibitors of human APOBEC3A DNA deaminase; recombinant A3A, FAM/TAMRA ssDNA deamination fluorescence; inhibition, % at 20 µM; hit rate 0.41% among 330,000; AID 493011;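 active = at least 40% inhibition at 20 µM here, with at most 30% in a related deaminase screen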;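 also: plate controls were A3A with DMSO for no effect and wells lacking A3A enzyme for full effect; some results filed as inactive read as strong as hits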
hIAP inh: blocks human intestinal alkaline phosphatase; P09923; purified IAP, CDP-Star luminescence, 30 min; inhibition, % at 10 µM; hit rate 0.12% among 330,000; AID 2544;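 active = inhibition reaching a set limit with compound at 10 µM in the primary screen, cut at about 35% in these data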;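 also: plate controls were DMSO wells with enzyme for no effect and no-enzyme buffer wells for full effect; values of inactives mirror those of a sister screen read the other way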
ATG4B inh: inhibitors of human ATG4B cysteine protease | Q9Y4P1 | ATG4B cleavage of LC3-PLA2, NBD-HPC fluorescence, 1 h | inhibition, % at 8.33 µM | hit rate 0.51% among 340,000 | AID 504462; in the data active = inhibition above about 40%
MIN6 prolif: induces beta-cell replication in MIN6 cells; MIN6 cells proliferation, ATPlite luminescence, 48 h; cells starved in 0.2% serum; 100% = growth in 10% serum; proliferation, % at 10 µM; hit rate 0.29% among 330,000; AID 2380;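 active = compounds whose signal lies at least 3.5 SD above the mean of all wells on their plate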;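 also: 0% = DMSO-treated cells in low-serum medium and 100% = 10% serum control; some compounds called inactive have numbers as strong as hits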
Numbers without * were called inactive.

SMILES	mIAP block	mIAP activ	APOBEC3G inh	hIAP activ	MPTP inh	A3A deaminase	hIAP inh	ATG4B inh	MIN6 prolif
COc1ccc(C)cc1-n1nnnc1SCc1csc(C)n1	-4.7	1.05	-4.5	1.03	0.6	-1.4	-3.2	-16.7	1.3
CCOc1ccc2ccc(OCC)c(/C=N/n3cnnc3)c2c1	-0.9	1.01	-8.0	1.11	-0.6	-3.9	-11.0	-21.2	0.5
Cc1nnc(NC(=O)CC23CC4CC(CC(C4)C2)C3)s1	-1.4	1.01	-2.3	0.948	0.4	-4.8	5.2	0.4	-0.8
CN1CCN(CC(O)COC(c2ccccc2)c2ccccc2)CC1 (stereo not drawn)	-5.0	1.05	2.7	0.889	-2.4	1.6	11.1	-4.3	8.2*
O=S(=O)(c1ccccc1)N1CCN(CC(O)COc2ccc3c(c2)CCC3)CC1 (stereo not drawn)	2.0	0.98	-6.5	1.35	0.5	-3.5	-35.5	-23.6	0.0
O=C(C1CC1)N1CCc2cc(Br)cc(S(=O)(=O)NCc3ccccn3)c21	-0.2	1	-2.6	1.05	-0.4	-0.7	-5.0	-8.1	-2.1
O=C(COC(=O)CNC(=O)c1ccc(Cl)cc1Cl)NC(=O)NC1CCCCC1	2.0	0.98	-8.9	0.781	0.5	-2.6	21.9	4.3	3.3
O=C(CS(=O)(=O)c1c[nH]c2ccccc12)N1CCCc2ccccc21	-20.6	1.21	1.1	1.18	-2.0	-3.2	-17.8	-1.1	-1.6
CCOc1ccc(NS(=O)(=O)c2cc(NC(=O)CCS(=O)(=O)c3ccc(C)cc3)ccc2OC)cc1	-15.7	1.16	-6.6	1.15	0.4	-2.2	-15.4	-20.0	-4.1
Cc1cc(C=O)c(C)n1-c1ccc(N2CCCCC2)c([N+](=O)[O-])c1	14.8	0.852	-5.5	0.845	-1.7	-4.7	15.5	-3.7	-2.2
Cc1cc(C(=S)N2CCOCC2)c(C)n1-c1ccc(F)cc1	8.2	0.918	-5.2	0.951	1.4	-1.2	4.9	-7.0	-3.5
CCOC(=O)N1CCC(NS(=O)(=O)c2ccc(C)c(Cl)c2)CC1	-1.0	1.01	-6.1	1.22	4.7	-1.9	-22.1	-2.9	-2.7
CCOc1ccccc1NC(=O)CSc1ccc(-c2sc(C)nc2C)nn1	7.4	0.926	-1.2	1.4	-0.3	0.8	-40.2	-4.0	-1.2
O=S(=O)(c1ccc(C2CCCCC2)cc1)N1CCN(c2ncccn2)CC1	-6.4	1.06	0.1	0.914	2.1	-1.6	8.6	-2.1	-0.4
Cc1cc([N+](=O)[O-])nn1Cc1ccc(C(=O)N/N=C/c2ccc(F)cc2)cc1	14.0	0.86	-0.2	0.928	1.7	0.6	7.2	-12.3	2.8
COc1ccc(NC(=O)COc2cccc3c2CCN(Cc2cccnc2)C3=O)c(OC)c1	-0.4	1	-6.9	1.36	1.8	-1.5	-36.2	-6.7	-1.1
Cc1cccc(-c2nc(C#N)c(NC3CCCCC3)o2)c1	-4.1	1.04	-1.8	1.13	-2.0	3.2	-12.8	7.1	-1.9
CN(C)S(=O)(=O)c1ccc(NC(=O)COc2cccc3c2OC(C)(C)C3)cc1	-1.8	1.02	-3.7	0.996	-0.7	-0.5	0.4	2.9	3.0
CC1CCCC(NC(=O)CCCn2c(=S)[nH]c3ccccc3c2=O)C1C (stereo not drawn)	5.4	0.946	-5.4	1.17	-0.7	-3.1	-17.4	-6.4	0.6
CC(C)N=c1c([N+](=O)[O-])nn(C)n1O	-6.8	1.07	-9.1	1.05	-1.3	-2.1	-5.0	1.4	2.3
CC(C)N(C(=O)COC(=O)c1ccc([N+](=O)[O-])cc1)c1ccccc1	-5.4	1.05	-6.3	1.2	0.2	-3.1	-19.8	-4.3	-2.8
CN(CC(=O)Nc1ccccc1Cl)C(=O)CSc1nncs1	5.4	0.946	3.0	1.02	0.5	2.6	-2.3	6.7	-1.8
COc1ccccc1/C=C(/C(=O)OCC(=O)NCc1ccccc1)c1ccccc1	4.0	0.96	-2.1	1.21	3.1	0.0	-20.9	2.0	-3.9
O=C(COC(=O)c1ccc2c(c1)C(=O)N(Cc1ccncc1)C2=O)Nc1cccc2ccccc12	-4.4	1.04	2.0	0.958	-0.6	1.2	4.2	-3.8	-0.4
CC(NC(=O)c1cccnc1)C(c1cccs1)N1CCN(c2ccccc2F)CC1 (stereo not drawn)	-1.2	1.01	-3.6	1.05	0.6	-1.6	-5.4	5.8	-0.8
CC1(C)CC(=O)C(C=Nc2ccc(O)c(N=CC3=C(O)CC(C)(C)CC3=O)c2)=C(O)C1	8.9	0.911	4.0	1.35	-0.1	2.7	-35.2	-6.7	-5.8
OCCN1CCN(CC(O)COc2ccc(-c3ccccc3)cc2)CC1 (stereo not drawn)	-3.0	1.03	-2.7	0.866	-2.3	-2.0	13.4	-6.3	-1.1
O=C(CN1C(=O)c2ccc([N+](=O)[O-])cc2C1=O)Nc1cc(S(=O)(=O)N2CCOCC2)ccc1Cl	0.2	0.998	-2.7	1.1	0.1	-1.8	-10.3	9.1	0.8
O=C(CN1C(=O)COc2ccc(Cl)cc21)NC1CC1	-1.2	1.01	-3.3	1.05	-0.4	0.7	-5.3	6.6	-5.7
COc1ccc(N2CC(C(=O)Nc3nc4ccc(S(C)(=O)=O)cc4s3)CC2=O)cc1 (stereo not drawn)	-3.2	1.03	8.0	1.03	1.3	3.5	-3.0	-15.3	1.0
CCCCn1nc(NC(=O)CC)c2cc3cc(OC)ccc3nc21	-33.5	1.33	-6.5	1.08	-0.1	-3.8	-7.9	-5.7	1.6
Cc1c(C(=O)NNS(=O)(=O)c2ccccc2)sc(=S)n1C	0.5	0.995	-6.3	0.936	0.6	-0.2	6.4	6.8	2.6
COc1ccc(C(=O)O)cc1S(=O)(=O)Nc1ccc(C)cc1	-1.2	1.01	-16.3	0.999	-0.9	-2.2	0.1	-2.2	-1.8
COc1ccccc1-n1nnnc1SCC(=O)N1CCCC1=O	-1.0	1.01	-3.5	1.17	0.2	0.8	-17.3	-8.1	-1.5
O=C(O)CSc1ncnc2sc3c(c12)CCC3	14.0	0.86	4.3	0.982	-0.7	14.2	1.8	2.3	-0.4
O=Cc1c(-c2ccc(F)cc2)nc2ccccn12	-15.8	1.16	-4.6	1.11	0.2	-6.4	-10.9	-9.9	-1.5
CCCCNCCCOc1cc(Cl)ccc1Cl	-0.3	1	-3.4	1.01	3.2	-1.1	-0.9	-7.3	-2.1
O=C(Nc1ccc(C2CCCCC2)cc1)C1CCN(c2ncccn2)CC1	-1.7	1.02	-6.4	1.08	3.8	-2.3	-8.0	-1.8	0.7
CCN(CC)CCn1c(=N)n(CC(=O)c2ccc(Br)s2)c2ccccc21	9.3	0.907	-6.6	0.966	-3.7	-0.5	3.3	3.7	-3.9
CN(C)C(=O)Cn1cnc2c(cnn2-c2ccc(F)cc2)c1=O	3.2	0.968	-3.4	0.897	1.5	-3.3	10.3	-4.6	2.3

2 compounds from above, reduced to mIAP block and mIAP activ.
| Molecule | mIAP block | mIAP activ |
| --- | --- | --- |
| O=C(O)CSc1ncnc2sc3c(c12)CCC3 | 14.0 | 0.86 |
| Cc1c(C(=O)NNS(=O)(=O)c2ccccc2)sc(=S)n1C | 0.5 | 0.995 |

Going on with the list.
SMILES	mIAP block	mIAP activ	APOBEC3G inh	hIAP activ	MPTP inh	A3A deaminase	hIAP inh	ATG4B inh	MIN6 prolif
Cc1cnc(NC(=O)Cc2ccccc2Cl)s1	-3.8	1.04	-0.7	1.08	-0.6	-2.4	-7.6	-8.6	-0.6
COc1ccc([C@@H]2[C@@H]3C(=O)N(C(C)(C)C)C(=O)[C@@H]3[C@]3(CC(C)C)C(=O)N(c4ccccc4)C(=O)N23)cc1	-10.6	1.11	-4.8	1.01	1.6	-0.7	-1.0	-0.9	-2.0
CSc1sc(-c2ccnc(=S)[nH]2)c(-c2ccccc2)c1C#N	-6.6	1.07	-3.9	1.04	2.2	-1.5	-3.7	12.0	0.1
COCCN1C(=O)c2cc(C(=O)Nc3cccc(F)c3)ccc2C1Nc1cccc(F)c1 (stereo not drawn)	10.6	0.894	-7.6	0.974	1.2	-5.7	2.6	-23.1	-3.4
O=C(Cn1cc([N+](=O)[O-])cn1)N1CCc2ccccc2C1	2.5	0.975	-6.9	1	0.0	1.4	0.0	-3.6	2.3
Cc1cccc(Nc2nc(N)nc(CCl)n2)c1C	-4.2	1.04	-5.5	1.28	0.6	-3.6	-27.8	8.2	-2.4
O=C(CN1CCN(Cc2ccc3c(c2)OCO3)CC1)Nc1cc(S(=O)(=O)N2CCCC2)ccc1Cl	10.3	0.897	-1.8	0.854	9.0	0.3	14.6	-4.6	-0.5
O=C1/C(=C/c2cccs2)SC(=S)N1CC(=O)N1CCCCC1CCO (stereo not drawn)	11.7	0.883	-3.8	1.1	-0.2	-5.8	-10.4	-1.7	-2.5
COc1ccc(CCNC(=O)c2sc3cc(C)ccc3c2Cl)cc1	-10.5	1.1	0.3	1.08	0.8	3.9	-8.2	-6.9	-0.8
Cc1cc(-c2nc3c4c5c(sc4[nH]c(=O)n3n2)CCC5)c(C)o1	48.8*	0.512	81.7	1.12	-1.2	88.4	-11.8	6.4	0.0
C/C(=N\NC(N)=O)c1cccc(Cl)c1	-5.8	1.06	0.4	1.17	0.4	1.5	-17.1	-0.6	0.8
Cc1ccc([N+](=O)[O-])cc1NC(=S)NC(=O)CC(C)(C)C	4.7	0.953	-5.1	1.14	1.1	-0.7	-13.5	3.6	-4.7
O=S(=O)(c1cc(Cl)ccc1Cl)N1CCN2CCCC2C1 (stereo not drawn)	-11.9	1.12	13.1	1	-0.5	-0.2	-0.3	-4.6	-2.1
O=c1[nH]c2ccccc2nc1NCCN1CCOCC1	-1.7	1.02	-5.5	0.899	-4.3	1.9	10.1	-9.1	3.5
CCOC(=O)C1=C(C)Nc2ncnn2C1c1cccnc1 (stereo not drawn)	3.0	0.97	-5.4	0.829	-1.1	-3.2	17.1	-18.2	-2.4
COc1ccc2cc(CN(CC3CCCO3)C(=O)Nc3ccccc3)c(=O)[nH]c2c1 (stereo not drawn)	5.5	0.945	-5.1	0.934	1.2	0.3	6.6	-8.1	1.1
COCC(=O)Nc1ccc2c(c1)OCC(=O)N2Cc1ccccc1F	3.6	0.964	-10.3	0.928	-0.4	-5.3	7.2	2.7	0.1
CC1(C)C=C(c2ccc(C(=O)O)s2)CC(C)(C)N1	0.1	0.999	-1.2	0.864	1.0	1.0	13.6	3.4	-1.6
C=CCn1c(SCC(=O)N2CC(=O)Nc3ccccc32)nc2scc(-c3cccs3)c2c1=O	-22.9	1.23	-2.2	1.21	0.1	-0.1	-20.8	-3.7	-4.0
O=C(O)CN1C(=O)C(=O)N(Cc2ccc(Cl)c(Cl)c2)C1=O	-1.0	1.01	-13.1	0.835	-0.6	-0.9	16.5	-0.5	-5.0
O=C(CSCc1ccc(Cl)cc1Cl)Nc1ccc(O)cc1C(=O)O	-1.8	1.02	-4.7	1.14	-0.6	-1.9	-13.9	-7.1	1.2
Cc1cccc(CN(CC(=O)N/N=C/c2ccco2)S(=O)(=O)c2ccc(Cl)cc2)c1	1.7	0.983	-0.1	1.18	4.4	15.5	-18.3	13.2	-3.4
CC1(C)CC(=O)N(c2ccc(C#N)cc2)C(=O)C1	-7.8	1.08	1.1	1.05	0.1	0.9	-5.2	-2.6	-3.9
Cc1cccc(Nc2ncnc3ccc(Br)cc23)c1	0.2	0.998	-2.4	0.952	8.5	-2.6	4.8	-2.8	-1.7

High-throughput results: PubChem, Sanford-Burnham Center for Chemical Genomics
